# Screening data: PubChem, National Center for Advancing Translational Sciences (NCATS)
# IkB sig inh = IkB pathway inhibition in ABC-DLBCL cells; ABC-DLBCL IkBa-CBG/CBR dual luciferase ratio, 4 h; response scale: scaled: untreated 0%, proteasome inhibitor 100%; Potency, µM (doses to about 57.1 µM), without a hit: top-dose IkBa stabilization activation; 110,000 compounds, 0.04% hits; AID 445; active = well fitted curve in the direction sought with a large enough effect in the signal ratio, not every such curve was filed as active; inconclusive = small, poorly fitted or top-dose-only effect, or a change in a side signal; the % refers to the signal ratio;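 note: the direction sought is a rising ratio; 0% = basal untreated cells and 100% = reference inhibitor full response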
#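 Curves were fitted separately to fusion (green), unfused (red) and ratio luminescence, then classed by r2, magnitude and activity. Cells: OCI-Ly3, 4 h compound plus doxycycline at 37C; 10 uM MG-132 defined full response.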
# p53ts 39C tox = kills p53ts cells at the nonpermissive temperature. H1299-p53A138V viability at 39C, ATP luminescence, 24 h. Potency, µM (top dose mostly 46.1 µM), for the others: top-dose activity change, negative = cell killing, most hits filed as cytotoxic. 130,000 compounds, 1.5% hits. AID 902; note: nearly all actives have a fitted effect of over 55% in size
# Peg3 imprint = induces erasure of genomic imprints in mouse ES cells | mouse ES Peg3-LacZ reporter, beta-gal luminescence, 40 h | Potency, µM (top dose mostly 60.7 µM), for inactives: top-dose activity change, positive = activation, hits mostly activators | 110,000 compounds, 0.02% hits | AID 1948;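 note: 0% = negative control wells on the plate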
#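 Gelatin-coated wells received 300 freshly trypsinized female ES cells with a Peg3LacZ-Neo reporter on the maternal allele, then incubated 40 hours at 37C. BetaGlo was added for 5 minutes at room temperature before a single luminescence read.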
# p53ts 32C tox = p53ts cell cytotoxicity, permissive temperature; Potency, µM (doses to about 46.1 µM), inactives show at the top dose activity change, negative = cytotoxicity, usual class: cytotoxic; H1299-p53A138V at 32C, ATP luminescence viability, 24 h; 130,000 compounds, 0.93% hits; AID 924;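 note: 0% = DMSO and -100% = full killing by reference compound; nearly all actives have a fitted effect of over 55% in size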
#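 Cells: H1299 p53ts (A138V), 600/well, pre-incubated 16–30 h at 37C. Cpd up to 46 uM, 24 h, 32C. Readout: ATPlite luminescence, 20 min RT. Normalization: DMSO vs tamoxifen 100 uM. AC50 by Hill equation.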
# Starred values were filed as active, the others as inactive; ? = inconclusive; nt = no result given; & = joins results of further samples; [ ] = remark or other dose. Unless noted, calls come from the whole dose curve; as a rule, active = well fitted curve in the direction sought with a large enough effect; inconclusive = small, poorly fitted or top-dose-only effect, or another doubt; inactive = no such curve, though single readings can be large; an effect the other way counts as inactive or inconclusive. Unless noted, % is set by controls: 0 for no effect and ±100 for the full control effect; potency is the fitted concentration of half-maximal effect.
molecule | IkB sig inh | p53ts 39C tox | Peg3 imprint | p53ts 32C tox
COC(=O)c1ccc2c(=O)n(CCCCCC(=O)N3CCN(c4cccc(C)c4C)CC3)c(=O)[nH]c2c1 | ? | -8% | -11%[10.9 µM] | 4%
Cc1cc(C)c(C(=O)OCCNC(=O)c2cccnc2)cc1C | -2.4% | 4% | -4% | -2%
CCOC(=O)C1=C(N)n2c(s/c(=C\c3cccnc3)c2=O)=C(C#N)C1c1cccnc1 (stereo unspecified) | -0.1% | 0% | 4% | 4%
CCOc1ccc(CCNC(=O)c2cc3c(=O)oc4ccc(C)cc4c3s2)cc1OCC | -2.0% | -16% | 15%[10.9 µM] | 7%
Cc1cccc(CC2C(=O)Nc3ccccc32)c1 (stereo unspecified) | 0.0% | 1% | -5%[10.9 µM] | 8%
CN(C)c1ccc(NC(=O)CSCc2nc3c(nnn3Cc3ccc(F)cc3)c(=O)[nH]2)cc1 | 1.1% | -13% | -5% | 2%
Cc1ccc(C(=O)CC2(O)C(=O)N(CCc3ccccc3)c3ccc(Cl)cc32)cc1 (stereo unspecified) | ? | 16µM* | -12%[10.9 µM] | ?
COc1cccc(CN2CCN(C(=O)c3cccc4ccccc34)CC2)c1OC | ? | 0% | -18% | 8%
CCOC(=O)C1CCCN(S(=O)(=O)c2ccc3c(c2)oc(=O)n3C)C1 (stereo unspecified) | ? | 21% | -5%[10.9 µM] | -1%
CCOC(=O)C1=C(N)n2c(s/c(=C\c3ccco3)c2=O)=C(C(=O)OC(C)C)C1c1ccco1 (stereo unspecified) | nt | 16% | nt | 0%

molecule | IkB sig inh | p53ts 39C tox | Peg3 imprint | p53ts 32C tox
CCN1CCN(CC(=O)NC2CCCCC2)C(=O)C1=O | 1.0% | 2% | 24% | 0%
CCOc1ccc(C(=O)NCc2ccco2)cc1 | 3.6% | -14% | -17% | ?
Cc1ccc(Nc2nc(N)nc(CN3CCN(C)CC3)n2)cc1C | 0.4% | 6% | -12% | 0%
CCC(=O)N1CCc2cc(S(=O)(=O)CCC(=O)NCc3ccccc3Cl)ccc21 | -2.4% | 4% | 4%[10.9 µM] | 13%
Cc1cc(C(=O)N2CCN(c3ccccc3F)CC2)c2c(C)nn(-c3ccccc3)c2n1 | ? | -13% | -3%[10.9 µM] | 2%
Cc1cc(NC(=O)C2CCCN(S(=O)(=O)c3c(C)noc3C)C2)n[nH]1 (stereo unspecified) | -0.5% | 7% | 13% | 5%
Clc1ccc2c(c1)[C@H]1OCC[C@H]1[C@@H](c1ccco1)N2 | 1.2% | ? | -23% | -5%
Nc1c(-c2nc(-c3ccncc3)no2)nnn1CC(=O)Nc1ccccc1 | 0.9% | -10% | -8%[10.9 µM] | -1%
O=C(Nc1cccc(C(F)(F)F)c1)C1C2CC3OC(=O)C1C3C2 (stereo unspecified) | -1.0% | 13% | -26% | -4%
COc1ccc(N2CCN(C(=O)CSc3c4c(nc5ccc(Cl)cc35)CCCC4)CC2)cc1 | ? | ? | 5%[10.9 µM] | ?

molecule | IkB sig inh | p53ts 39C tox | Peg3 imprint | p53ts 32C tox
O=C1C=C(NCc2ccc(Cl)c(Cl)c2)CC1 | nt | -1% | nt | -3%
O=C(CN(CC(=O)N1CCOCC1)S(=O)(=O)c1ccc(Br)s1)N1CCOCC1 | 0.9% | 1% | -5% | -6%
O=C(Nc1cc(Cl)cc(Cl)c1)c1ccc(F)c(S(=O)(=O)NC2CCCC2)c1 | -2.7% | 13µM* | -15%[10.9 µM] | ?
CC(C)(C)OC(=O)N1CCC(c2c(C(=O)Nc3ccc4c(c3)OCCO4)cnn2-c2ccc(F)cc2F)CC1 | -1.1% | 2% | -2%[10.9 µM] | 11%
Cc1ccc(Cn2c(C)c(CNC3CCCCC3)c(C(=O)O)c2C)cc1 | 2.1% | 3% | -8%[10.9 µM] | 1%
CCOc1ccc(CNC(=O)C2Cc3ccccc3N2C(=O)CC)cc1OC (stereo unspecified) | -0.8% | 10% | -14%[10.9 µM] | 2%
COc1cccc(Cn2c(=O)c(-c3cccs3)nc3cnc(N4CCN(C)CC4)nc32)c1 | -0.8%[11.4 µM] | -22% | nt | -21%
CCc1cnc2c(c1SCC(=O)Nc1ccc(C)cc1C)c(=O)n(C)c(=O)n2C | -0.3% | -15% | -11%[10.9 µM] | 1%
CCc1ccc(NC(=O)CCCc2nc(-c3ccco3)no2)cc1 | 1.1% | 10% | -12%[10.9 µM] | -2%
Cc1c(NC(=O)c2cc(C(C)C)on2)c(=O)n(-c2ccccc2)n1C | 0.1% | -9% | 7% | -3%

molecule | IkB sig inh | p53ts 39C tox | Peg3 imprint | p53ts 32C tox
Cc1cccc(CSCc2ccc(C(=O)NCCc3ccccc3)o2)c1 | ? | -21% | -16%[10.9 µM] | 4%
OCCCNCc1ccncc1 | 0.3%[11.4 µM] | -1%[9.22 µM] | -1%[10.9 µM] | 2%[9.22 µM]
CCCCN(C)CCNC(=O)c1ccc(Cn2c(=O)[nH]c3cc(OC)c(OC)cc3c2=O)cc1 | ? | 20% | -9%[10.9 µM] | 1%
COc1ccc(C2(O)CC3CCC(C2)N3c2cc(C)nc(-c3ccccc3)n2)cc1 (stereo unspecified) | ? | -8% | -11% | 11%
O=S(=O)(Nc1ccc(F)cc1F)c1ccc(-n2cccn2)cc1 | ? | -9% | 3%[10.9 µM] | 3%
COC(=O)c1ccc(NC(=O)CCn2cccn2)cc1 | -3.0% | -15% | -7%[10.9 µM] | 2%
Cc1ccsc1CN(C(=O)c1oc2ccc(Br)cc2c1C)C1CCS(=O)(=O)C1 (stereo unspecified) | ? | -9% | -10%[10.9 µM] | 9%
CC(C)C(OC(=O)c1ccco1)C(=O)NC1CCCCC1 (stereo unspecified) | 0.0% | -2% | -3% | -1%
Cc1cc2nc(-c3ccc(Cl)cc3)cc(C(F)(F)F)n2n1 | -0.5% | 13% | 6%[10.9 µM] | 8%
O=C(Oc1ccc(-c2cnc3ccccc3n2)cc1)c1ccco1 | -8.0% | -20% | -87%[inhibitor] | -29%

# A stretch of the results above, for reference:
molecule | IkB sig inh | p53ts 39C tox | Peg3 imprint | p53ts 32C tox
Cc1cc2nc(-c3ccc(Cl)cc3)cc(C(F)(F)F)n2n1 | -0.5% | 13% | 6%[10.9 µM] | 8%
O=C(Oc1ccc(-c2cnc3ccccc3n2)cc1)c1ccco1 | -8.0% | -20% | -87%[inhibitor] | -29%

# Additional entries:
molecule | IkB sig inh | p53ts 39C tox | Peg3 imprint | p53ts 32C tox
Cc1cc(C)n(-c2nc3c(c(=O)[nH]c(=O)n3C)n2Cc2ccc(F)cc2)n1 | 0.6% | 7% | -8% | 11%
O=C(CSc1nc2cc3ccccc3cc2[nH]1)Nc1cccc(C(F)(F)F)c1 | ? | ? | 16%[10.9 µM] | ?
O=C(O)CCc1ccc(-c2ccccc2)n1NC(=O)c1ccco1 | -1.1% | 7% | -3% | -3%
CCOc1cccc(NC(=O)Cc2cccs2)c1 | -2.1% | -4% | -19% | -9%
Cn1cc(-c2nc3cnc(N4CCNCC4)nc3n(C)c2=O)c2ccccc21 | -2.9%[11.4 µM] | -7% | -67%[inhibitor] | -8%
Cc1ccc(CNC(=O)c2ccc3c(c2)N(Cc2ccccc2Cl)C(=O)CS3)cc1 | ? | ? | -9%[10.9 µM] | -21%
CCS(=O)(=O)c1nc(NC(C)=O)n[nH]1 | 0.1% | -2% | -1% | 8%
C/C(Nc1ccc(F)cc1)=C(/C#N)C(N)=O | 2.4% | 33%[activator] | 6% | 20%
O=C(CCCNS(=O)(=O)c1ccc(Br)cc1)N1CC[C@@]2(O)CCCC[C@H]2C1 | -3.0% | -3% | -3% | -4%
COc1ccc(NC(=O)c2ccc(S(=O)(=O)N(C)C)cc2)cc1OC | 1.2% | -9% | -2% | -6%

molecule | IkB sig inh | p53ts 39C tox | Peg3 imprint | p53ts 32C tox
Cc1cc(C(=O)OCC(=O)c2ccc3c(c2)OCCO3)c(C)o1 | -1.7% | -7% | -78%[inhibitor] | -15%
O=C(O)c1nc(-c2ccccc2)[nH]c1C(=O)O | -0.2%[11.4 µM] | 2%[9.22 µM] | -2%[10.9 µM] | -3%[9.22 µM]
Cc1ccc(S(=O)(=O)NCCC(=O)Nc2nnc(C3CC3)s2)cc1C | ? | -7% | -9% | 14%
COc1ccc(OC)c(NC(=O)Nc2c(C)n(C)n(-c3ccccc3)c2=O)c1 | 9.2% | 13% | -13%[10.9 µM] | 0%
COc1ccccc1CN1C(=O)C2CC=CCC2C1=O (stereo unspecified) | -0.3% | -7% | 3% | -14%
COc1ccc(NC(=O)CSc2nc(-c3ccco3)cc(C(F)(F)F)n2)c(OC)c1 | -0.3% | -8% | 6%[10.9 µM] | -5%
CCOCCCNC(=O)c1c[nH]c2ccc(S(=O)(=O)Nc3cccc(Cl)c3C)cc2c1=O | ? | 16% | 11%[10.9 µM] | -2%
COc1ccc(Cl)cc1NC(=O)c1cnc2sc(N3CCOCC3)nn2c1=O | ? | -13% | 6%[10.9 µM] | 9%
CCOC(=O)c1[nH]c(C)c(CCC(=O)Nc2ccc(Br)c(C)c2)c1C | ? | -18% | 8%[10.9 µM] | -11%
CC1=C(/C=C/C(C)=C/C=C/C(C)=C/C(=O)Nc2ccc(O)cc2)C(C)(C)CCC1 | ? | 16µM* | -19%&-35%&-26% | ?

# The list goes on (3 carried over from the part before).
molecule | IkB sig inh | p53ts 39C tox | Peg3 imprint | p53ts 32C tox
COc1ccc(Cl)cc1NC(=O)c1cnc2sc(N3CCOCC3)nn2c1=O | ? | -13% | 6%[10.9 µM] | 9%
CCOC(=O)c1[nH]c(C)c(CCC(=O)Nc2ccc(Br)c(C)c2)c1C | ? | -18% | 8%[10.9 µM] | -11%
CC1=C(/C=C/C(C)=C/C=C/C(C)=C/C(=O)Nc2ccc(O)cc2)C(C)(C)CCC1 | ? | 16µM* | -19%&-35%&-26% | ?
Cc1cc(N2CCCCC2)nc2ccc(NC(=O)/C=C/c3ccccc3OC(C)C)cc12 | ? | 3% | -16%[10.9 µM] | 6%
COc1ccc(-c2noc(CSc3nc(C)cc(=O)[nH]3)n2)cc1OC | -5.6% | 15% | -10%[10.9 µM] | -13%
CN(C)c1ccc(N2C(=O)CC(Nc3ccc(N4CCOCC4)cc3)C2=O)cc1 (stereo unspecified) | nt | 8% | nt | 0%
COC(=O)c1cc2oc3ccccc3c2n1Cc1cccc(C)c1 | -0.4% | -3% | -8%[10.9 µM] | 4%
Cc1cc(Nc2cccc(C(F)(F)F)c2)ncn1 | -0.8% | -10% | -2%[10.9 µM] | -13%
CCOc1ccccc1C(=O)N1CC(=O)Nc2ccc(Cl)cc2C1c1ccccc1 (stereo unspecified) | -0.8% | 2% | -2%[10.9 µM] | 1%
CCOc1ccc(NC(=O)Cn2c(=O)n(CC3CCCO3)c(=O)c3ccccc32)cc1 (stereo unspecified) | 3.9% | 19% | -10%[10.9 µM] | 2%
Cc1ccc(S(=O)(=O)NC(=O)COc2ccccc2C)cc1 | nt | 24% | nt | 9%
N#Cc1c(NC(=O)CSc2nc3ccccc3c(=O)n2Cc2ccco2)sc2c1CCCC2 | 0.7% | 9% | -9% | 5%
COc1cc(Br)cc(-c2nc3c(c(=O)[nH]c(=O)n3Cc3ccccc3)n2C)c1O | ? | -12% | -8% | 1%

molecule | IkB sig inh | p53ts 39C tox | Peg3 imprint | p53ts 32C tox
COc1c(O)cc(O)cc1O | nt | 8% | -6% | -15%
CN(C)S(=O)(=O)c1ccc(C(=O)Nc2cccc(C(=O)O)c2)cc1 | 0.6% | -3% | -75%[inhibitor] | -23%
CCOCCCn1c(=NC(=O)c2cccnc2)c(C(=O)OCC)cc2c(=O)n3ccccc3nc21 | -1.1% | 18% | -2% | 1%
CC(=O)NCCc1c[nH]c2ccc(O)cc12 | 0.8% | 2%&11% | -10%&-19% | -4%&4%
CCOc1cccc(C=Nc2cc(C)cc(C)c2O)c1O | ? | -8% | -22% | -1%
Cc1ccc(C)c(S(=O)(=O)c2nnn3c2nc(NCc2cccs2)c2sccc23)c1 | ? | 19% | -15%[10.9 µM] | 2%
COc1cccc(C(=O)NC2=NC(c3ccc(N(C)C)cc3)CC(=O)N2)c1 (stereo unspecified) | 11% | 15% | 5%[10.9 µM] | 9%
c1cn(-c2ncnc3sc4c(c23)CCCC4)cn1 | -1.1% | 3% | 1% | 6%
